Screening data deposited in PubChem by several laboratories.
b-catenin transl: alters nuclear translocation of beta-catenin in HeLa cells. nuclear translocation activity, % at 5 µM. AID 1665. hit rate 0.3% among 190,000. immunofluorescence imaging;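 active = nuclear translocation activity above 50% at 5 µM, with a well cell count of 50 or more; inconclusive = wells under 50 cells across six images, flagged as toxic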;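 note: per-cell ratio of nuclear to cytoplasmic median beta-catenin stain intensity; plate controls were DMSO negative control for no effect and GSK-3 inhibitor IX positive control for full effect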
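Technique: fluorescence imaging of beta-catenin antibody stain plus DAPI / Material: human HeLa cell line / Incubation: compound treatment 24 h, 37°C, 5% CO2 / Read-out basis: % activation of per-cell nuclear versus cytoplasmic median beta-catenin signal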
West Nile antiviral: inhibition of WNV-induced cytopathic effect – cell-based, CPE readout (AID 1621); West Nile virus-infected cells, CPE inhibition; higher % means a stronger effect; hit rate 0.02% among 290,000; CPE inhibition, % at 10 µM, or IC50 in µM where a hit was titrated; in the data active = a potency from the dose series; inconclusive = CPE inhibition mostly from about 3.7% at the one dose, without a potency; inactive = the rest, 99 in 100 with CPE inhibition below about 2.2%; note: strong numbers were not always called active
RSV CPE inhibition: inhibition of RSV-induced cytopathic effect – HEp-2 cells, primary 10 µM value included (AID 2391); HEp-2 cells, RSV-induced CPE inhibition; higher % means a stronger effect; CPE inhibition, % at 10 µM; hits with a dose series show IC50 in µM; hit rate 0.13% among 310,000; in the data active = a potency from the dose series; inconclusive = CPE inhibition mostly from about 23% at the one dose, without a potency; inactive = the rest, 99 in 100 with CPE inhibition below about 21%; note: strong numbers were not always called active
WT yeast gro inh: growth inhibition of WT yeast, mitochondrial fusion screen; mitochondrial fusion phenotypic screen, WT strain; inhibition, % at 10 µM; hit rate 2.1% among 190,000; in the data active = inhibition above about 58%; tested in S. cerevisiae
Myeloid diff MLP: compounds promoting myeloid differentiation. ER-HoxA9 myeloid progenitors, lysozyme-GFP differentiation, flow cytometry. calls only at 10 µM. hit rate 1% among 360,000;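 active = normalized GFP-positive differentiation at or above the plate's own cutoff, the solvent-only control mean plus 3 SD; inconclusive = no clear call, values can overlap the other calls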;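 note: cells exposed to compound for four days before flow analysis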
Rac1 GTP hydrolysis: MgcRacGAP GTPase-activating activity inhibitors, confirmation, biochemical, ADP Hunter fluorescence | MgcRacGAP-stimulated Rac1 GTP hydrolysis, ADP Hunter fluorescence; higher % means a stronger effect; GST-tagged Rac1 F28L mutant substrate | one-dose inhibition, % at 30 µM; IC50 in µM for titrated hits | hit rate 0.6% among 340,000;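 active = first-screen hits whose inhibition reached a set limit at any dose in the follow-up dose series; inconclusive = inhibition above the set first-screen limit but never retested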;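 note: fluorescence reports GDP produced by GAP-driven GTP hydrolysis; strong numbers were not always called active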
Large T inhibition: TAg ATPase/helicase activity blockers – biochemical (AID 1903); hit rate 0.39% among 310,000; SV40 large T antigen ATPase/helicase inhibition assay; higher % means a stronger effect; one-dose inhibition, % at 20 µM; IC50 in µM for titrated hits; in the data active = a potency from the dose series; inconclusive = inhibition mostly from about 32% at the one dose, without a potency; inactive = the rest, 99 in 100 with inhibition below about 32%; note: strong numbers were not always called active
PhoP inhibition: PhoP-dependent GFP reporter repression – Salmonella Typhimurium, primary screen (AID 1863); inhibition, % at 50 µM, or IC50 in µM where a hit was titrated; hit rate 0.16% among 300,000; S. Typhimurium PhoP-regulated promoter GFP reporter, 4 h; higher % means a stronger effect;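 active = inhibition over 29.93%, a cutoff 3 SD above the screen mean, later confirmed by dose response; inconclusive = inhibition over 29.93% but no dose response follow-up; inactive = inhibition at most 29.93% or unconfirmed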;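 note: 0% = low Mg2+ inducing control and 100% = high Mg2+ repressing control; strong numbers were not always called active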
T cell HTS: T cell immune modulation candidate; 2C CD8+ T cell-vesicle binding, flow cytometry; stronger effect = lower value; calls only at 7 µM; hit rate 0.068% among 330,000;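 active = response, share of CD8 T cells binding vesicles, and their 90th percentile fluorescence all below set limits, cut at about 80% in these data, passing the limit was not always enough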
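Test system: purified 2C TCR transgenic mouse naive CD8+ T cells. Probe or stimulus: QL9-peptide-loaded Drosophila micro-vesicles bearing Ld, ICAM-1 and B7-1. Incubation: binding step 1.5 h, 37 °C, antibody labelling 20 min, ice. Measured by: flow cytometry of vesicle-bound cells.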
WT yeast gro inh mutant strain: second read-out of WT yeast gro inh, no call of its own (marks repeat the call); inhibition, %; mitochondrial fusion phenotypic screen, mutant strain inhibition
b-catenin transl cell count 5 µM: also measured in b-catenin transl; calls as there; cell count; measured here: cell count, cytotoxicity flag
T cell HTS vesicle-bound %: second read-out of T cell HTS, no call of its own (marks repeat the call); double positive events, %; measured here: CD8+ vesicle-bound cell fraction;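 binding gate set so that unloaded-vesicle control wells show 10% double positive cells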
Myeloid diff MLP GFP+ MAC1+ %: further read-out of Myeloid diff MLP, marked with its call; GFP+ MAC1+ double positive, %; measured here: differentiation confirmed by MAC1 staining
Active calls of the source: *; i = inactive; ? = inconclusive; / = not tested or not shown; + = active, no number.

entry	Compound	b-catenin transl	b-catenin transl cell count 5 µM	West Nile antiviral	RSV CPE inhibition	WT yeast gro inh	WT yeast gro inh mutant strain	Myeloid diff MLP
1	COc1cc(CN2CCCC(C(=O)c3ccc(SC)cc3)C2)cc(Cl)c1O (stereo unspecified)	/	/	?	2.1%	/	/	i
2	CCc1cccc(N(C(=O)c2csnn2)C(C(=O)NC2CCCCC2)c2ccncc2)c1 (stereo unspecified)	/	/	0.1%	1.8%	/	/	i
3	Cc1ccc(S(=O)(=O)N[C@@H](Cc2ccccc2)C(=O)N2CCC(C(=O)N[C@@H](CCC(N)=O)C(=O)O)CC2)cc1	/	/	1.5%	0.3%	/	/	i
4	Cc1ccc(OCC(=O)Nc2ccncc2)c(C)c1	/	/	-1.1%	10%	/	/	i
5	COC(=O)C(C(=O)OC)=C(/C=C/N(C)C)N(C)C	-5.9	1227	0.5%	3.0%	6	-3	i
6	Nc1nnnn1/N=C/C=C/c1ccccc1	-2.0	997	-0.4%	1.0%	-11	0	i
7	CCOC(=O)c1ccc(NC(=O)CSc2nc(=O)n3cccc(C)c3n2)cc1	/	/	/	19%	/	/	i
8	CCCNC(=O)C1(CC2CC(c3ccccc3)=NO2)CCN(C(=O)Cc2ccc(F)cc2)CC1 (stereo unspecified)	/	/	0.0%	0.4%	/	/	i
9	O=C(OCC(O)COC(=O)c1cccnc1)c1cccnc1	-0.4	1247	0.9%	0.2%	/	/	+
10	Cc1c(NS(=O)(=O)c2cccs2)c(=O)n(-c2ccccc2)n1C	-4.0	1092	0.1%	1.3%	7	-2	i
11	O=C(c1ccc2c(c1)OCO2)C1CCCN(Cc2ccc3cccc(F)c3n2)C1 (stereo unspecified)	0.1	1560	-0.2%	3.4%	17	4	i
12	O=C(CCc1c[nH]c2ccccc12)N1CCCCCCC1	/	/	-0.1%	0.5%	/	/	i
13	CN(c1ccccc1)c1nc(N)c([N+](=O)[O-])c(N2CCCCCC2)n1	1.4	1302	-0.7%	15%	/	/	i
14	CN1CCN(C(=O)C2CCN(S(=O)(=O)c3cnc[nH]3)CC2)CC1	-1.4	1096	-0.4%	1.7%	6	-7	i
15	COC(=O)c1c(C)[nH]c(/C=N/Nc2ccccc2)c1C	3.1	1242	0.0%	13%	/	/	i
16	O=C(O)CCC(=O)Nc1cccc(C(=O)Nc2cccc(Cl)c2)c1	/	/	0.1%	0.4%	9	-9	i
17	CCOC(=O)c1c(C)[nH]c(C(=O)/C(C#N)=C/c2ccc(OC(F)F)c(OC)c2)c1C	0.0	906	0.1%	21%	-5	13	+
18	O=C(Nc1ccccn1)c1ccc(S(=O)(=O)N2CCCC2)cc1	/	/	/	0.8%	/	/	i

entry	Myeloid diff MLP GFP+ MAC1+ %	Rac1 GTP hydrolysis	Large T inhibition	PhoP inhibition	T cell HTS	T cell HTS vesicle-bound %
1	0.3	-6%	5%	2%	i	26
2	0.9	-1%	16%	4%	i	41
3	0.4	4%	6%	/	i	47
4	0.7	5%	4%	10%	i	24
5	0.3	9%	0%	-12%	i	28
6	0.5	5%	0%	3%	i	48
7	0.5	5%	16%	-2%	i	33
8	2.2	3%	6%	-2%	i	20
9	4.8*	2%	3%	-4%	i	57
10	2.5	-7%	6%	6%	i	40
11	0.3	7%	8%	-1%	i	60
12	0.5	8%	-4%	-3%	i	63
13	0.7	3%	22%	-14%	i	55
14	1.0	0%	23%	-6%	i	44
15	0.7	9%	14%	-6%	i	17
16	0.6	-2%	16%	-5%	i	35
17	4.2*	8%	7%	-13%	i	44
18	1.6	2%	10%	-7%	i	38

Part of the list above, as labelled records.
2	CCc1cccc(N(C(=O)c2csnn2)C(C(=O)NC2CCCCC2)c2ccncc2)c1 (stereo unspecified)
  b-catenin transl: /
  b-catenin transl cell count 5 µM: /
  West Nile antiviral: 0.1%
  RSV CPE inhibition: 1.8%
  WT yeast gro inh: /
  WT yeast gro inh mutant strain: /
  Myeloid diff MLP: i
  Myeloid diff MLP GFP+ MAC1+ %: 0.9
  Rac1 GTP hydrolysis: -1%
  Large T inhibition: 16%
  PhoP inhibition: 4%
  T cell HTS: i
  T cell HTS vesicle-bound %: 41

3	Cc1ccc(S(=O)(=O)N[C@@H](Cc2ccccc2)C(=O)N2CCC(C(=O)N[C@@H](CCC(N)=O)C(=O)O)CC2)cc1
  b-catenin transl: /
  b-catenin transl cell count 5 µM: /
  West Nile antiviral: 1.5%
  RSV CPE inhibition: 0.3%
  WT yeast gro inh: /
  WT yeast gro inh mutant strain: /
  Myeloid diff MLP: i
  Myeloid diff MLP GFP+ MAC1+ %: 0.4
  Rac1 GTP hydrolysis: 4%
  Large T inhibition: 6%
  PhoP inhibition: /
  T cell HTS: i
  T cell HTS vesicle-bound %: 47

Pulled by structure from the entries so far, two records:
entry	Compound	b-catenin transl	b-catenin transl cell count 5 µM	West Nile antiviral	RSV CPE inhibition	WT yeast gro inh	WT yeast gro inh mutant strain	Myeloid diff MLP
10	Cc1c(NS(=O)(=O)c2cccs2)c(=O)n(-c2ccccc2)n1C	-4.0	1092	0.1%	1.3%	7	-2	i
18	O=C(Nc1ccccn1)c1ccc(S(=O)(=O)N2CCCC2)cc1	/	/	/	0.8%	/	/	i

entry	Myeloid diff MLP GFP+ MAC1+ %	Rac1 GTP hydrolysis	Large T inhibition	PhoP inhibition	T cell HTS	T cell HTS vesicle-bound %
10	2.5	-7%	6%	6%	i	40
18	1.6	2%	10%	-7%	i	38
